M5 antag: antagonists of human muscarinic M5 receptor (CHRM5). CHO-hM5 cells, Fluo-8 calcium fluorescence, ACh EC80. inhibition, % at 3 µM. actives 0.59% (n = 360,000);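 active = inhibition above a per-plate cutoff, the mean of that plate's test compounds plus 3 SD, cut at about 27% in these data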;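 note: 0% = acetylcholine EC80 with DMSO and 100% = DMSO without agonist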
CRFR2-BP ag: CRF-BP/CRF-R2 complex agonism. HEK293 CRF-R2/CRF-BP, calcium dye fluorescence (FLIPR); percent of saturating CRF peptide response. actives 0.46% (n = 350,000). activation, % at 13.2 µM;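 active = activation of at least 50%, plus an integration ratio under a set limit after plate pattern correction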;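 note: plate controls were neutral control wells without compound for no effect and CRF at EC100 for full effect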
CHRM4 agonist: CHRM4 agonism in calcium assay; actives 0.14% (n = 360,000); AID 624127; activation, % at 3 µM; P08173; CHO-K1 hM4/Gqi5, Fluo-8 calcium fluorescence; vehicle 0%, full acetylcholine response 100%;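 active = activation above the run mean over all test wells plus 3 SD, cut at about 32% in these data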;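 note: peak over basal fluorescence ratio per well then scaled between controls; 0% = DMSO wells and 100% = acetylcholine at EC100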
Target sequence (P08173 whole entry, looked up): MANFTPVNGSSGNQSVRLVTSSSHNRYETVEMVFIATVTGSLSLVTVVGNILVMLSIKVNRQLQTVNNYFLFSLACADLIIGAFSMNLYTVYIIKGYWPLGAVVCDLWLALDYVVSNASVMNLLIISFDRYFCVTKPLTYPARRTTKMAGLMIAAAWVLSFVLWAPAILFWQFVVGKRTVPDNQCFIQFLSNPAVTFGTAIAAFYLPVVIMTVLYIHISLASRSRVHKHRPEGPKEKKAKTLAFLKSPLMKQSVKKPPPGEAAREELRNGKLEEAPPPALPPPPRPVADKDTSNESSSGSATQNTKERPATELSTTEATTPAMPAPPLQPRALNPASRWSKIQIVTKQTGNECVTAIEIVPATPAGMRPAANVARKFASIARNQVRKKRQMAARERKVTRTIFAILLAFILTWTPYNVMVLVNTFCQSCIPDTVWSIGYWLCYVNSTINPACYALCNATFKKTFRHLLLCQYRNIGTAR
CHRM1 antagonist: antagonists of human M1 muscarinic receptor. AID 588852. CHO-K1 hM1, Fluo-8 calcium fluorescence, ACh EC80 antagonist. actives 1.3% (n = 360,000). inhibition, % at 3 µM;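 active = percent inhibition above its own plate's cutoff, namely the mean of that plate's compound wells plus 3 SD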;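 note: peak over basal fluorescence ratio during 140 s after agonist addition; 0% = ACh EC80 plus DMSO and 100% = DMSO alone without agonist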
Target sequence (P11229 whole entry, looked up): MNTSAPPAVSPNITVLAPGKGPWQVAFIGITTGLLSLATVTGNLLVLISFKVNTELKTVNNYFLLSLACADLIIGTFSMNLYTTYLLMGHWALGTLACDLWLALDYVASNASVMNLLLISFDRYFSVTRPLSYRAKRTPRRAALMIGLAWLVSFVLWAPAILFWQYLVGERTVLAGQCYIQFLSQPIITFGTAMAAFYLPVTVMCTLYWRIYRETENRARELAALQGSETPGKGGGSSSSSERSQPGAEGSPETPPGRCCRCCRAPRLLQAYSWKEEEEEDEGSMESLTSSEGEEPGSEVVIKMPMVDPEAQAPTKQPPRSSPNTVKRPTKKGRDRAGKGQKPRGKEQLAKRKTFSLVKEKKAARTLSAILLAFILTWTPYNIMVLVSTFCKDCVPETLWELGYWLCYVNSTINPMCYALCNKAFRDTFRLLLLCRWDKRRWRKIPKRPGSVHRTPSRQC
M1 PAM: human CHRM1 positive allosteric modulation; actives 0.088% (n = 360,000); activation, % at 3 µM; AID 588819; CHO-K1 hM1, Fluo-8 calcium fluorescence, ACh EC20; 0% = ACh EC20, 100% = maximal ACh; in the data active = activation above about 19%, passing the limit was not always enough
CHRM4 PAM: CHRM4 positive allosteric modulation; P08173; CHO-K1 hM4/Gqi5, Fluo-8 calcium fluorescence, ACh EC20; 0% = ACh EC20, 100% = maximal ACh; activation, % at 3 µM; actives 0.4% (n = 360,000);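 active = activation above its plate's cutoff, the mean activation of sample wells plus 3 SD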; note: some results filed as inactive read as strong as hits
M4 antag: blocks acetylcholine activation of human M4 receptor; P08173; CHO-hM4 cells, ACh EC80, Fluo-8 calcium fluorescence; inhibition, % at 3 µM; actives 0.73% (n = 360,000);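 active = inhibition above its plate's cutoff, the mean inhibition of sample wells plus 3 SD, cut at about 27% in these data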;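 note: 0% = acetylcholine EC80 with DMSO and 100% = DMSO without agonist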
CHRM5 PAM: CHRM5 positive allosteric modulation; P08912; CHO-K1 hM5, Fluo-8 calcium, ACh EC20 PAM; 0% = ACh EC20, 100% = ACh EC100; activation, % at 3 µM; actives 0.3% (n = 360,000); AID 624038;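 active = activation above the run cutoff, the mean activation of all test compounds plus 3 SD, cut at about 18% in these data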
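Probe or stimulus: acetylcholine, EC20 level; Assay system: human M5 receptor in CHO-K1 cells; Schedule: compound preincubation 140 s before EC20 acetylcholine addition; Technique: intracellular calcium via Fluo-8 fluorescence; Dosing: single-point, 3 µM nominal; Read-out basis: percent activation from peak-over-basal fluorescence ratio, scaled EC20-to-EC100 acetylcholine; Repeats: one well per compound, no replicates.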
CHRM5 agonist: agonists of human muscarinic M5 receptor (CHRM5). P08912. CHO-K1 hM5 cells, Fluo-8 calcium fluorescence; 0% DMSO wells, 100% maximal acetylcholine response. activation, % at 3 µM. actives 0.19% (n = 360,000);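 active = activation above the run's mean over test compounds plus 3 SD, cut at about 23% in these data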;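 note: signal is peak over basal fluorescence ratio across the kinetic read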
Starred values were filed as active, the others as inactive; x = not tested or not shown.

SMILES	M5 antag	CRFR2-BP ag	CHRM4 agonist	CHRM1 antagonist	M1 PAM	CHRM4 PAM	M4 antag	CHRM5 PAM	CHRM5 agonist
c1ccc(C[n+]2csc3ccccc32)cc1	12	-3.9	1	-1	2	-17	17	6	22
CNC(=O)c1ccc(NC(=O)c2cccc(C(F)(F)F)c2)cc1	-6	0.3	4	-2	8	5	-20	4	4
O=S(=O)(CCN1CCN(c2ccccc2O)CC1)c1cc(Cl)ccc1Cl	1	0.4	3	4	0	-3	-7	0	1
COc1ccc(S(=O)(=O)CCC(=O)NC2CCCCC2)cc1	-6	0.4	0	-30	9	3	1	0	1
CC1(C)CC(=O)C(C=NCCc2ccc(O)cc2)=C(O)C1	5	1.4	-2	-6	3	0	13	-1	1
O=C1Nc2ccccc2/C1=C/c1ccc([N+](=O)[O-])cc1	3	2.0	2	-1	10	-6	3	1	1
COc1ccc(-c2nc(SC)n(S(=O)(=O)c3ccccc3)n2)cc1	-5	11	0	-5	5	-1	7	10	-6
CC(C)Nc1nnc(SCC(=O)Nc2ccc3c(c2)C(=O)c2ccccc2C3=O)s1	13	4.1	23	31*	-17	-23	4	-18	6
N/C(=N\OC(=O)CCc1ccccc1)c1ccccc1Cl	-7	-0.1	-1	-1	5	2	2	8	0
CCOC(=O)N1CCN=C1SCc1ccc(C(F)(F)F)cc1	-3	-4.0	0	3	-2	-2	7	3	-1
C/C=C1\COC(C(=O)NCCN2CCCC2)(C(F)(F)F)C=C1C=C1CCCCC1 (stereo unspecified)	13	12	4	5	1	4	14	-6	-12
COc1ccc(-c2noc(C(C)n3nc(C)c([N+](=O)[O-])c3C)n2)cc1OC (stereo unspecified)	1	-0.5	1	1	5	-1	-1	1	-4
CCc1nc2c(OCc3cc(Cl)cc(Cl)c3)cccn2c1N(C=O)Cc1ccccc1	1	x	-1	23	-21	-10	8	-6	-2
C=CCn1c(-c2cc3c(s2)CCC(CC)C3)n[nH]c1=S (stereo unspecified)	3	-2.4	1	16	5	1	-4	-8	-1
Cc1cccc(C)c1NC(=O)COC(=O)/C=C/c1ccc(S(=O)(=O)N2CCOCC2)cc1	13	-0.8	0	3	-4	0	3	-3	1
CNC(=O)C1CCCN1S(=O)(=O)c1ccc(OC)cc1 (stereo unspecified)	1	1.4	0	-6	1	5	4	-1	-2
CCn1c(CSc2nccn2C)nc2cc(C(=O)O)ccc21	0	5.6	1	-14	8	1	-3	2	-3
O=C(O)C1(c2ccccc2)CCN(S(=O)(=O)c2ccc(Cl)s2)CC1	4	-1.3	0	0	3	2	-5	3	1
Cc1ccccc1NC(=O)CC1C(=O)Nc2ccccc2N1CC(=O)N(C)C1CCS(=O)(=O)C1 (stereo unspecified)	3	0.8	1	17	-10	3	1	0	2
CC(C)CCN(C(=O)c1ccncc1)c1c(N)n(Cc2ccccc2)c(=O)[nH]c1=O	3	-0.2	2	-9	9	8	-3	10	2
Cc1nnc(SCC(=O)N(CC(C)C)c2c(N)n(CC(C)C)c(=O)[nH]c2=O)n1-c1ccccc1	2	-0.7	0	-5	1	-6	-9	0	-4
CCCN1CCN(C(=O)Cn2cnc3sc(C)c(S(=O)(=O)N4CCC(C)CC4)c3c2=O)CC1	10	-0.6	1	4	2	-5	4	-4	-3
COC(=O)[C@@]1(Cc2ccc(F)cc2)[C@@H]2[C@@H](CC(=O)[C@H]2CC(=O)C(=O)N(C)C)CN1C(=O)c1ccccc1	7	-2.0	4	-10	9	7	-4	7	-6
CC(NC(=O)c1ccco1)C(=O)N(C)Cc1ccc(C(F)(F)F)cc1 (stereo unspecified)	7	0.9	2	1	-1	-1	-4	-4	-3
Cc1ccc(C(=O)c2ccccc2C(=O)OCC(=O)Nc2ccc(SC(F)F)cc2)cc1	11	12	1	18	-8	-12	-2	-12	-2
SMILES	M5 antag	CRFR2-BP ag	CHRM4 agonist	CHRM1 antagonist	M1 PAM	CHRM4 PAM	M4 antag	CHRM5 PAM	CHRM5 agonist
CCCc1ccc2oc(C(=O)NCCN3CCCC(O)C3)c(C)c2c1 (stereo unspecified)	5	-0.3	1	-11	9	-5	10	3	-3
Cc1ccc(C(=O)CCC(=O)Nc2cccnc2)cc1C	-2	-1.1	1	10	0	-2	4	-2	0
CN(CC(=O)NCc1ccncc1)S(=O)(=O)c1ccc2ccccc2c1	-18	0.8	4	5	-2	6	-1	6	-2
CCC(C)NCCCCOc1ccc(Br)cc1 (stereo unspecified)	0	14	2	0	-8	-5	2	-3	-7
O=C(NCc1ccccn1)c1ccc(Cl)c(S(=O)(=O)NCc2ccccc2)c1	9	0.1	2	-6	5	2	1	-9	0
CC(C)N(C(=O)[C@H]1CC(CC(=O)NCC23CC4CC(CC(C4)C2)C3)C(=O)N2CCc3c([nH]c4ccccc34)[C@]12C)C(C)C (stereo partly specified)	-2	-5.0	-1	0	1	1	-1	-2	1
CCOC(=O)c1nnc(-c2ccccc2)nc1Sc1c(Cl)cccc1Cl	2	0.7	0	-18	13	15	4	1	-2
C/C(=N\NC(=O)CN1CCCCC1)c1ccccc1O	6	-0.5	0	-12	7	-5	2	-1	-3
Nc1cc(=O)[nH]c(SCC(=O)Nc2ccc3c(c2)CCC3)n1	13	1.9	16	12	-3	-14	-9	-13	-4
O=C(CCC1CCCN(c2ncccn2)C1)NCc1ccc(F)c(F)c1 (stereo unspecified)	3	-0.2	1	-6	12	-3	0	-1	-3
COc1nc(-c2ccccc2)c2cc(Br)ccc2n1	-4	-1.0	0	-8	2	9	3	5	5
CCc1cccc(CC)c1N1C(=O)c2cc(N3CCOCC3)c([N+](=O)[O-])cc2C1=O	-1	-4.4	2	-5	3	2	1	3	-1
O=C(NNC(=O)c1ccc2c(=O)n3c(nc2c1)CCC3)c1cccc(Cl)c1	4	2.4	1	-20	5	12	-5	-9	5
O=C(c1cccc(N2CCCC2=O)c1)N1CCN(c2cccc(Cl)c2)CC1	-17	-2.5	17	-13	1	-2	-17	9	3
Cc1ccccc1C(=O)NC(CC(C)C)C(=O)NN1C(=O)c2ccccc2C1=O (stereo unspecified)	2	-1.1	2	-5	6	9	-2	6	0
CCOC(=O)CNC(=O)c1cc2c(=O)[nH]c3ccc(C)cc3c2s1	18	-1.1	2	-18	7	11	-11	-7	-5
CCCCOC(=O)CSC(=S)N(C)Cc1cccs1	10	-0.2	-1	-5	-4	-10	10	-7	-4
Cc1ccccc1C(=O)N1N=C(c2cccc(NS(C)(=O)=O)c2)CC1c1cccs1 (stereo unspecified)	11	-2.6	1	-6	4	-8	12	0	0
C=C(C)c1cccc(C(C)(C)NC(=O)Nc2ccc3[nH]c(=O)[nH]c3c2)c1	-4	-1.5	0	-16	12	6	-3	4	-3
Cn1c(SCC(=O)Nc2ccc(F)cc2)nnc1-c1cccnc1	-1	2.2	1	-1	2	6	-8	-1	0
Brc1ccccc1OCCNCc1ccccc1	3	0.1	17	11	-14	-8	6	-14	0
CCOc1ccccc1/C=C/c1nc2ccccc2[nH]c1=O	-19	2.7	2	-13	5	-3	-7	9	6
COc1ccccc1CNC(=O)COC(=O)/C=C/c1ccc(OC(F)F)c(OC)c1	-8	-0.6	1	-1	1	3	1	5	0
COc1cccc(CNC(=O)c2ccc(F)c(S(=O)(=O)N3CCCCC3)c2)c1	7	-0.7	4	-3	9	0	-10	1	0
C/C(=N/NC(=O)c1sc(NS(=O)(=O)c2ccccc2)nc1C)c1ccccc1	-1	-1.1	1	-3	8	1	3	6	-3
SMILES	M5 antag	CRFR2-BP ag	CHRM4 agonist	CHRM1 antagonist	M1 PAM	CHRM4 PAM	M4 antag	CHRM5 PAM	CHRM5 agonist
CS(=O)(=O)c1[nH]nc(-c2cccc(Cl)c2)c1C#N	1	2.6	0	-7	18	0	-8	6	4
COC(=O)c1cc(C)nc(N)c1C#N	7	-1.2	0	-8	5	9	1	0	-2
COc1ccc(NC(=S)NCc2cccs2)cc1	10	-4.3	2	14	-10	-4	5	-10	-8
C/C(=C\c1ccccc1)C(=O)N1CCN(c2cccc(C(F)(F)F)c2)CC1	5	-0.6	0	-11	9	-5	-6	-3	-1
COC(=O)c1ccccc1CON1C(=O)C(C)(C)N(OCc2ccccc2C(=O)OC)C(=O)C1(C)C	3	1.2	4	7	-2	3	-1	-2	-1
COc1ccc(-c2nnc3ccc(SCC(=O)Nc4nc5ccccc5s4)nn23)cc1OC	-5	3.0	1	-3	1	-2	-4	4	0
Cc1cc(C)c(C(=O)/C=C/c2cccs2)c(=O)[nH]1	20	1.1	8	21	-6	-12	14	-23	0
Cc1cc(OCC(=O)Nc2ccncc2)c(C)cc1Br	34*	1.2	17	37*	-19	-2	24	-20	13
CC1CCCN(C(=O)CCS(=O)(=O)c2ccc3c(c2)n(C)c(=O)c(=O)n3C)C1 (stereo unspecified)	-7	-2.8	1	-17	18	12	-16	4	2
Cc1ccc(S(=O)(=O)N(C)c2ccc(OCC(=O)Nc3nc4c(ccc5ccccc54)s3)cc2)cc1	4	2.2	1	2	-2	-7	3	-1	-1
Cc1ccc(S(=O)(=O)ON2C(=O)c3cccc4cccc(c34)C2=O)cc1	3	-0.8	3	-11	10	3	-10	2	-4
Cc1ccc(NC(=O)C2CCN(S(=O)(=O)c3ccc4c(c3)NC(=O)C(C)S4)CC2)c(Cl)c1 (stereo unspecified)	23	-1.0	11	13	-11	-12	6	-12	-5
CC(=O)Nc1ccc(NC(=O)C2CCC(CNS(=O)(=O)c3cccc4nsnc34)CC2)cc1 (stereo unspecified)	12	0.7	0	-8	13	4	-11	1	-2
COc1ccc(Nc2nc(NCC3CCCO3)c3ccccc3n2)c(OC)c1 (stereo unspecified)	1	-0.8	2	-4	0	-6	-8	-1	-11
CCOC(=O)C1=CCC(c2ccc(CC)cc2)N(S(=O)(=O)c2ccc(C)cc2)C1 (stereo unspecified)	5	x	0	25	-16	-8	-2	-12	-1
COc1ccc(/C=C(/NC(=O)c2ccccc2)C(=O)N/N=C/c2ccncc2)c(OC)c1	-2	0.4	4	10	-6	-2	0	-6	-1
Cc1ccc(-c2nnn(CC(=O)N3CCCCC3)n2)o1	8	-0.5	2	-10	9	5	14	8	-1
O=C(NCC(F)(F)F)N1CCOCC1	4	-1.4	1	8	-4	8	8	6	-4
Cn1cc(-c2cccc(C(F)(F)F)c2)cc(C#N)c1=O	5	-2.2	1	-14	8	3	-2	1	-4
O=C(Nc1ccc(NC(=O)c2ccco2)cc1)c1ccco1	-4	-0.3	3	-22	9	3	-15	0	-1
O=C(CNc1n[nH]c(=O)[nH]c1=O)N/N=C/C=C/c1ccccc1	-12	2.8	0	-2	-2	-3	-1	4	1

In the list so far, three contain a nitro group on carbon:
SMILES	M5 antag	CRFR2-BP ag	CHRM4 agonist	CHRM1 antagonist	M1 PAM	CHRM4 PAM	M4 antag	CHRM5 PAM	CHRM5 agonist
O=C1Nc2ccccc2/C1=C/c1ccc([N+](=O)[O-])cc1	3	2.0	2	-1	10	-6	3	1	1
COc1ccc(-c2noc(C(C)n3nc(C)c([N+](=O)[O-])c3C)n2)cc1OC (stereo unspecified)	1	-0.5	1	1	5	-1	-1	1	-4
CCc1cccc(CC)c1N1C(=O)c2cc(N3CCOCC3)c([N+](=O)[O-])cc2C1=O	-1	-4.4	2	-5	3	2	1	3	-1
